SUMO HTRF inh: inhibitors of in vitro SUMOylation cascade, primary screen, biochemical, HTRF, uHTS; SUMO-conjugating enzyme UBC9 (Homo sapiens), P63279; HTRF SUMOylation assay, SAE1/SAE2 + UBC9; inhibition, % at 35 µM; 0.36% of 290,000 active; AID 2006, 2009; in the data active = inhibition above about 50%, passing the limit was not always enough; also: strong numbers were not always called active
PHOSPHO1 block: PubChem AID 1565; Phosphoethanolamine/phosphocholine phosphatase (Homo sapiens), Q8TCT1; recombinant PHOSPHO1, absorbance phosphatase assay; inhibition, % at 13.3 µM; 1.1% of 290,000 active; in the data active = inhibition above about 60%
IDE cell activ: human IDE activators in live cells, primary screen, fluorescence polarization, HEK cells, FAbeta-B substrate | Insulin-degrading enzyme (Homo sapiens), P14735 | 0.073% of 340,000 active | FAbeta-B cleavage; 0% vehicle, 100% cell-free pure enzyme wells | activation, % at 5.96 µM;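 active = activation above the mean of all tested compounds plus 3 SD, set per screening campaign, cut at about 17% in these data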
Target sequence (P14735 whole entry, looked up): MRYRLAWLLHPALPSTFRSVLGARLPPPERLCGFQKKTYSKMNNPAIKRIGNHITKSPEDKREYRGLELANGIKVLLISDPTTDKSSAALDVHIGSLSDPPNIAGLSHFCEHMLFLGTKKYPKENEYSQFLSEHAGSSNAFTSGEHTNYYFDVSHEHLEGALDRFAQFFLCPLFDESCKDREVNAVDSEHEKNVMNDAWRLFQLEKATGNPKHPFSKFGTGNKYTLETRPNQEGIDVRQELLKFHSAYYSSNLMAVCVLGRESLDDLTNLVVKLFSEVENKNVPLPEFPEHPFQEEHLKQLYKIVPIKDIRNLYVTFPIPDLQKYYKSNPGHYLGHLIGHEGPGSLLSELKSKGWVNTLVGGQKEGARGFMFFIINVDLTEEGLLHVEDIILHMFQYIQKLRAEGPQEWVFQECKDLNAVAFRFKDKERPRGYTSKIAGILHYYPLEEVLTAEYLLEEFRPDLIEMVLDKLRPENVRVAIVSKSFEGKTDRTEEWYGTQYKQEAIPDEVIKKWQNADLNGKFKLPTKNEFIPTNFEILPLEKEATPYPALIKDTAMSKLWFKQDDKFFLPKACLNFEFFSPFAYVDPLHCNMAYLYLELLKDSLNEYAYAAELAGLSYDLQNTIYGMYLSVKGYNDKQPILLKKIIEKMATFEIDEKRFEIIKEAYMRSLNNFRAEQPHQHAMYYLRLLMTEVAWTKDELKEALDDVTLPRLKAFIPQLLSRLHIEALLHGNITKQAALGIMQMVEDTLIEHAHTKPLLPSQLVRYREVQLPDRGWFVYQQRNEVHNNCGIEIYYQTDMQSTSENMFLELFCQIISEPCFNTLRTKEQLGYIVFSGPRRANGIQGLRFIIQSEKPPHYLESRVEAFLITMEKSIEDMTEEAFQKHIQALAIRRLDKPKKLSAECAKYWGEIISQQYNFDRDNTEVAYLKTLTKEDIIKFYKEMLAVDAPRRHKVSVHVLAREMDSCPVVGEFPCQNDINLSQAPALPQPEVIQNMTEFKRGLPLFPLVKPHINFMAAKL
HCV NS3 hel inh: inhibitors of HCV NS3 helicase, primary screen, biochemical, Cy5 molecular beacon fluorescence; Hepatitis C virus NS3 helicase; NS3 helicase DNA unwinding; inhibition, % at 10.9 µM; 0.56% of 290,000 active;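 active = inhibition above the mean of all tested compounds plus 3 SD, set per campaign, cut at about 35% in these data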;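 also: 0% = DMSO wells and 100% = thioflavine S control wells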
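assay system = NS3 helicase fragment of HCV | buffer or medium = MOPS pH 6.5, MgCl2, DTT, Tween20, BSA | timing = 60 min unwinding reaction at 25 °C after ATP addition | signal = Cy5 beacon fluorescence read at start and 1 h | read-out basis = % inhibition of unwinding | control set = low DMSO, high thioflavine S at 110 µM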
pCIP destab: p/CIP-EGFP fusion destabilizers, primary screen, fluorescence, F442A cells. Q05BA5. 16 h. decrease of EGFP signal, % at 10 µM. 0.01% of 290,000 active. AID 1984, 2009;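 active = EGFP signal decrease of at least 30% at 10 µM or well 3 SD below plate mean, unless failing retest; inactive = the rest, including hits failing retest or dose response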; also: some compounds called inactive have numbers as strong as hits; many of its hits are not listed in these tables
MEKK3 PB1 HTS: modulators of MEKK3-MEK5 PB1 binding, primary screen, biochemical, wildtype MEKK3, multiplex bead flow cytometry, Alexa488-MEK5 | bead-based flow cytometry, Alexa488-MEK5 binding to MEKK3; actives lie on both sides; 0 = blocked by unlabeled MEK5, 100 = vehicle | binding response (% of control), % at 10 µM | 1.4% of 290,000 active;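 active = binding response more than 3 SD above or below the average of its plate-row segment, actives on both sides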;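 also: Alexa488 bead fluorescence after subtracting the streptavidin-only scavenger bead signal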
VIM-2 inh: VIM-2 metallo-beta-lactamase inhibitors, primary screen, biochemical, epi-absorbance readout, Pseudomonas aeruginosa enzyme | purified VIM-2, nitrocefin hydrolysis, epi-absorbance fluorescence | inhibition, % at 5.6 µM | 0.89% of 290,000 active | AID 1527, 2009;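 active = inhibition above the mean of all tested compounds plus 3 SD, cutoff set per screening run, cut at about 7.5% in these data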;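 also: red hydrolysis product quenches plate fluorescence so inhibitors raise well fluorescence; 0% = enzyme with DMSO and 100% = DMSO without enzyme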
DNA FID counter: compounds displacing fluorescent DNA intercalator, primary screen, artefact control for HCV NS3 helicase inhibitor project, biochemical, FID fluorescence. DNA fluorescent intercalator displacement. inhibition, % at 7.9 µM. 0.17% of 290,000 active; in the data active = inhibition above about 37%;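 also: 0% = vehicle and 100% = reference compound; higher means more ethidium bromide displaced from hairpin DNA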
IMP-1 inh: IMP-1 metallo-beta-lactamase inhibitors, primary screen, biochemical, epi-absorbance readout, Pseudomonas aeruginosa enzyme; purified IMP-1, nitrocefin hydrolysis, epi-absorbance fluorescence; inhibition, % at 5.6 µM; metallo-beta-lactamase IMP-1 (Pseudomonas aeruginosa); AID 1556, 2009; 0.45% of 290,000 active;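 active = inhibition above the mean plus 3 SD of all compounds in the same screening run, cut at about 4.5% in these data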;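 also: 0% = IMP-1 with DMSO and 100% = DMSO wells lacking enzyme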
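System: purified IMP-1; amount: IMP-1 0.2 nM before substrate addition; compound: single dose, 5.6 µM; times: 25 °C, 15 min preincubation, 25 min reaction; signal: Epi-absorbance via hydrolysed-nitrocefin quenching of white-plate fluorescence, 480/530 nm, EDTA stop; benchmarks: DMSO with and without IMP-1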
Numbers without * were called inactive; . = no result given; [ ] = another dose, or the depositor's remark.

The opening two records, to show the layout:
Order of results: SUMO HTRF inh	PHOSPHO1 block	IDE cell activ	HCV NS3 hel inh	pCIP destab	MEKK3 PB1 HTS	VIM-2 inh	DNA FID counter	IMP-1 inh
- O=C(CCN1CCCO1)N1CCCC(N2CCN(c3ccccc3F)CC2)C1 (stereo not given)
  9.4	39.5	-6.9	0.3	-9.3	104.0	-2.1	-14.4	-2.0
- Cc1ccc(-n2c(O)c(C=NC3CCS(=O)(=O)C3)c3ccccc3c2=O)cc1 (stereo not given)
  11.3	36.9	9.4	0.3	-8.3	99.0	-0.5	-12.4	-3.5

The listing, repeating the preview:
Order of results: SUMO HTRF inh	PHOSPHO1 block	IDE cell activ	HCV NS3 hel inh	pCIP destab	MEKK3 PB1 HTS	VIM-2 inh	DNA FID counter	IMP-1 inh
- O=C(CCN1CCCO1)N1CCCC(N2CCN(c3ccccc3F)CC2)C1 (stereo not given)
  9.4	39.5	-6.9	0.3	-9.3	104.0	-2.1	-14.4	-2.0
- Cc1ccc(-n2c(O)c(C=NC3CCS(=O)(=O)C3)c3ccccc3c2=O)cc1 (stereo not given)
  11.3	36.9	9.4	0.3	-8.3	99.0	-0.5	-12.4	-3.5
- O=C(Nc1cccc(-c2cscn2)c1)C1CCN(Cc2ccsc2)CC1
  20.4	27.6	1.5	5.1	4.5	101.0	-0.1	12.5	-1.2
- CN1C(=O)c2ccccc2N(C)C1c1ccc2c(c1)OCO2 (stereo not given)
  11.6	7.2	4.1	-4.5	-0.8	107.0	-0.1	-8.8	-3.4
- Cc1cccc(OCC(=O)N/N=C/c2ccc(N(C)C)cc2)c1
  -11.1	6.1	2.0	8.8	-12.0	101.0	-3.1	-13.9	-3.2
- CC(Oc1ccccc1)C(=O)NNS(=O)(=O)c1ccc([N+](=O)[O-])cc1 (stereo not given)
  14.0	23.6	2.1	24.0	2.3	100.0	-3.5	-4.4	-2.9
- COc1ccc(-c2c(C)oc3ccc(C)cc23)cc1
  27.5	13.6	0.6	-4.2	-11.7	77.0	-2.8	-2.5	-3.2
- O=[N+]([O-])/C=C/c1ccc2c(ccn2Cc2ccccc2)c1
  19.7	37.5	-0.2	-21.1	-10.2	106.0	-0.9	3.0	-0.6
- O=C(Cc1ccccc1F)Nc1ccc(S(=O)(=O)Nc2ncccn2)cc1
  3.3	6.3	4.8	22.6	8.1	99.0	-1.2	-7.4	-6.7
- CC(C)CC(OC(=O)c1ccco1)C(=O)NCC1CCCO1 (stereo not given)
  9.5	-8.3	-1.2	-8.2	-3.0	90.0	-0.5	-3.9	-3.2
- N#CCN(N=Nc1ccccc1)c1ccccc1
  -2.2	.	3.2	-14.8	-18.5	101.0	-4.7	-5.0	-1.5
- CC(=O)N1[C@H](Cc2ccccc2)C=C[C@]1(C)C(=O)NCc1ccccn1
  -1.7	-1.4	-4.3	-7.3	23.0	112.0	-5.3	-5.9	-2.9
- Cc1ccc(/C=N/NC(=O)c2ccncc2)o1
  10.7	1.4	-0.7	-12.2	-12.9	98.0	-5.4	-5.2	-2.2
- Cc1cc(Nc2ccc(Cl)cc2)n(-c2ccccc2)n1
  5.6	-20.6	1.6	-14.1	-13.9	99.0	0.2	-22.8	-3.9
- CCOc1ccccc1CN(CCc1ccc2c(c1)OCO2)Cc1ccccn1
  7.7	-9.4	5.1	-13.8	-7.7	100.0	-2.3	8.0	-1.8
- COc1ccc(/C=C2\SC(=S)N(CCCCCC(=O)Nc3cc(C)on3)C2=O)cc1OC
  13.8	27.6	5.1	-5.2	-11.1	95.0	-1.4	-11.9	-1.1
- CCCS(=O)(=O)N1CCC(C(=O)N2CCC(Cc3ccccc3)CC2)CC1
  14.7	22.4	-6.8	4.8	-12.2	96.0	-2.7	-33.2	-0.4
- CCc1ccc(NC(=O)Nc2ccon2)cc1
  1.0	31.3	1.6	-6.2	1.1	103.0	-0.2	-7.2	-1.9
- CCOc1ccccc1NC(=S)N1CCCCCC1
  3.5	36.4	-0.2	-3.0	3.5	103.0	0.8	-6.0	-0.8
- O=C(CCc1ccccc1)NNC(=S)NCCc1ccccc1
  -15.9	-2.0	3.6	-5.2	-7.3	105.0	-1.7	-15.5	-1.7
- COCCNC(=O)C(c1ccncc1)N(Cc1ccccc1)C(=O)Cn1nnc2ccccc21 (stereo not given)
  14.7	22.6	1.6	-8.7	3.6	102.0	-1.9	-2.6	-3.2
- Cc1cccc(/C(N)=N/OC(=O)c2ccncc2)c1
  -7.7	8.2	3.7	1.7	3.5	97.0	0.9	-15.2	-2.1
- CC(C)C(CCNCc1ccccn1)c1ccc(Cl)cc1 (stereo not given)
  10.4	28.3	9.0	0.0	-4.7	102.0	-5.8	12.0	-5.2
- CC(=O)Nc1ccc(NC(=O)c2cc([N+](=O)[O-])cc([N+](=O)[O-])c2)cc1
  4.7	34.8	4.6	-4.7	2.2	96.0	-0.5	4.2	-0.9
- COc1ccc(CC(=O)O/N=C(\N)c2ccncc2)cc1
  10.0	11.9	-3.3	2.6	-5.8	104.0	-3.8	-6.5	-3.9
- Cc1ccc(/C=C2\Oc3c(ccc(O)c3CN3CCN(CCO)CC3)C2=O)cc1
  42.2	5.9	-0.1	-17.2	-0.2	102.0	2.8	9.0	-1.7
- COc1ccc(NC(=O)Cn2cc(C#N)c3ccccc32)cc1
  29.9	21.0	6.1	-5.5	-23.4	104.0	1.0	3.6	-1.9
- COc1ccc(C(=O)Nc2ccc(S(=O)(=O)Nc3nccc(C)n3)cc2)cc1OC
  -23.8	7.4	3.0	5.8	-6.8	98.0	-4.7	-9.1	0.2
- N#CC1=C(N)NC(SCc2ccc(F)cc2)=C(C#N)C12CCCCC2
  -34.4	-10.2	3.1	-3.1	-2.5	82.0*[inhibitor]	-1.0	9.9	-1.6
- CC(C)NCC(=O)C12CC3CC(CC(C3)C1)C2
  10.9	19.5	-2.0	-1.6	4.5	96.0	-2.5	0.1	-1.5
- Cc1ccc(NC(=O)Nc2cccc([N+](=O)[O-])c2)cc1F
  -7.5	6.1	3.5	-2.4	5.3	102.0	-2.7	23.1	-4.2
- COc1ccc(OC)c(S(=O)(=O)N2CCCC2C(=O)NC(C)c2ccccc2)c1 (stereo not given)
  -1.2	3.3	5.2	-1.7	4.3	98.0	1.0	-22.2	-0.6
- Cn1ncc(Br)c1C(=O)NC12CC3CC(CC(C3)C1)C2
  -12.5	9.7	-4.4	-19.4	-3.4	102.0	-3.1	-8.1	-3.1
- Cc1ccc(C(=O)Nn2cnc3scc(-c4cccs4)c3c2=O)c(O)c1
  14.8	-16.0	-2.7	2.1	-11.5	105.0	-3.1	-2.4	-5.3
- COc1ccc(OC)c(NC(=O)c2cc(-c3ccc(C)cc3O)n[nH]2)c1
  16.8	42.6	-2.1	1.1	-1.1	99.0	-5.7	-9.7	-2.6
- O=C(Oc1ccc2c(c1)OCO2)c1cc2c(s1)CCC2
  32.1	8.9	0.1	21.3	-15.4	101.0	-3.3	-7.2	-2.5
- Cc1cc([N+](=O)[O-])ccc1NC(=O)Cc1ccc(F)cc1
  -3.5	23.3	-0.3	3.1	7.9	99.0	0.3	8.2	-1.0
- CCCNc1nc2c(c(=O)n(C)c(=O)n2C)n1CCCc1ccccc1
  -2.0	-2.1	0.8	-11.2	4.8	107.0	-1.1	-22.7	-3.8
- COc1ccccc1NC(=O)C1=C(C)NC2=C(C(=O)CCC2)C1c1ccc(C)o1 (stereo not given)
  -2.5	10.6	-0.7	-1.6	-1.7	91.0	-2.9	-18.4	-2.4
- O=CNc1ccccc1Oc1ccccc1
  -5.6	15.4	-1.6	-4.5	10.0	106.0	-2.2	-2.4	-1.5
- COc1ccc(NC(=O)/C(=C/c2cccnc2)NC(=O)c2cccs2)cc1
  14.1	-6.2	0.8	-4.5	-6.7	106.0	-0.7	-6.1	-1.8
- CCOC(=O)CSc1nnc(CCCCCN2C(=O)c3cccc4cccc(c34)C2=O)o1
  1.0	0.8	4.4	-6.0	-2.1	93.0	0.0	-6.1	-2.8
- NS(=O)(=O)c1ccc(CNC(=S)NCc2ccc(F)cc2)cc1
  14.4	21.2	2.4	1.9	-13.2	106.0	-3.5	-1.3	-3.0
- Cc1ccc(S(=O)(=O)N(CC(=O)Nc2cccc(N(C)S(C)(=O)=O)c2)c2ccc(Cl)c(Cl)c2)cc1
  -29.2	15.2	6.2	-19.3	0.5	100.0	-2.6	-4.1	-2.2
- O=C(CSc1ncnc2sc3c(c12)CCCC3)c1ccco1
  12.9	6.1	0.5	5.6	-1.2	85.0	-0.8	-4.5	-1.1
- OCCN1CCN(c2ncnc3nc[nH]c23)CC1
  4.3	-6.0	4.8	9.3	-20.3	100.0	-1.2	3.2	-3.6
- CCC(=O)NC(=S)Nc1ccc(S(=O)(=O)NC(C)C)cc1
  5.0	11.4	1.3	-3.4	-5.0	100.0	-1.1	-3.3	0.4
- CN(C(=O)CCN1C(=O)c2ccccc2C1=O)C1CCCCC1
  -3.2	3.0	4.4	-8.7	-4.3	102.0	-1.6	-12.3	-1.6
- COc1ccc(S(=O)(=O)N(Cc2ccccc2)Cc2nc(-c3ccccc3)no2)cc1
  -19.4	7.1	-3.2	-10.9	-3.0	83.0	-0.9	-5.7	-0.1
- COc1ccc(/C=C/C(=O)NC(=S)NCCc2ccc(OC)c(OC)c2)cc1
  13.4	30.5	-0.7	-2.8	-4.7	97.0	-2.8	-11.3	-2.8

New compounds follow.
Order of results: SUMO HTRF inh	PHOSPHO1 block	IDE cell activ	HCV NS3 hel inh	pCIP destab	MEKK3 PB1 HTS	VIM-2 inh	DNA FID counter	IMP-1 inh
- COC(=O)[C@@H]1Cc2c([nH]c3ccccc23)C(C)(C)N1C(=O)CCl
  18.4	18.5	3.4	-2.8	2.9	98.0	-0.4	-9.5	-1.9
- O=C(NCc1ccccc1OC(F)(F)F)C1CCC(=O)N(C2CC2)C1 (stereo not given)
  2.3	21.8	-0.6	2.4	-11.8	99.0	-3.9	-8.4	-5.3
- CCCOc1ccc(NC(=O)CNC(=O)c2cc(OC)cc(OC)c2)cc1OCCC
  0.7	22.7	-0.8	-12.5	-2.4	97.0	-0.8	-24.0	-1.1
- CCC(=O)Nc1nnc(-c2ccc(OC)cc2)o1
  4.7	-3.3	-4.8	4.3	-7.7	97.0	-0.8	-1.0	-2.9
- COCC(C)NC(=O)CCc1nnc(C2(c3ccc(Cl)cc3)CCC2)o1 (stereo not given)
  20.5	28.2	-4.7	-14.9	-3.3	104.0	-3.1	-19.4	-2.6
- CC(C)(C)OC(=O)N[C@@H](Cc1ccccc1)C(=O)NCC1CCC(C(=O)N[C@@H](CCC(N)=O)C(=O)O)CC1 (stereo not given in full)
  19.2	10.9	-3.5	5.5	-9.9	107.0	-0.6	-15.9	-2.4

Screening results deposited in PubChem by several laboratories.

Only part of the results is shown, so the mix of outcomes need not match the whole.
